# Bioassay records as filed in PubChem.
# tuberculosis growth = growth inhibition of non-replicating M. tuberculosis (AID 488890) | hit rate 0.39% among 320,000 | Mycobacterium tuberculosis non-replicating, growth inhibition; higher % means a stronger effect | inhibition, % at 25 µM; hits with a dose series show IC50 in µM; in the data active = a potency from the dose series; inconclusive = inhibition mostly from about 82% at the one dose, without a potency; inactive = the rest, 99 in 100 with inhibition below about 76%;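 also: plate controls were DMSO cells for no effect and high antibiotic wells for full effect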
# H1N1 NS1A inhibition = NS1A inhibition, H1N1 influenza, cell based functional assay (AID 504329); hit rate 0.3% among 340,000; one-dose inhibition, % at 12.5 µM; IC50 in µM for titrated hits; NS1A functional cell-based assay, percent inhibition; higher % means a stronger effect; in the data active = a potency from the dose series; inconclusive = inhibition above about 27% without an active follow-up result; also: strong numbers were not always called active
# VEEV TC-83 Vero = inhibitors of VEEV TC-83 cytopathic effect, confirmation, Vero cells (AID 588727); Vero cells, VEEV TC-83 cytopathic effect inhibition; higher % means a stronger effect; one-dose inhibition, % at 20 µM; IC50 in µM for titrated hits; hit rate 0.13% among 350,000; in the data active = a potency from the dose series; inconclusive = inhibition mostly from about 14% at the one dose, without a potency; inactive = the rest, 99 in 100 with inhibition below about 12%; also: strong numbers were not always called active
# Salmonella PhoP GFP = PhoP regulon inhibitors, Salmonella typhi PhoP promoter GFP reporter, confirmatory (AID 1850); Salmonella Typhi PhoP-promoter GFP reporter, fluorescence, 4 h; higher % means a stronger effect; one-dose inhibition, % at 50 µM; IC50 in µM for titrated hits; hit rate 0.33% among 310,000; in the data active = a potency from the dose series; inconclusive = inhibition mostly from about 25% at the one dose, without a potency; inactive = the rest, 99 in 100 with inhibition below about 19%;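 also: 0% = induced wells with vehicle and 100% = uninduced wells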
# M. tuberculosis HTS = M. tuberculosis growth inhibition, HTS (AID 449762). M. tuberculosis H37Rv growth inhibition, 7H9 media; higher % means a stronger effect. inhibition, % at 25 µM, or IC50 in µM where a hit was titrated. hit rate 0.59% among 330,000; in the data active = a potency from the dose series; inconclusive = inhibition above about 70% without an active follow-up result;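 also: bacterial growth assessed after seven days of incubation; strong numbers were not always called active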
# VEEV TC-83 Vero 10K pilot screen = second read-out of VEEV TC-83 Vero, no call of its own (marks repeat the call); inhibition, %; measured here: 10K pilot screen inhibition
# * marks the source's active call; other numbers are inactive results; i = inactive; u = inconclusive; x = not tested or not shown.
SMILES,tuberculosis growth,H1N1 NS1A inhibition,VEEV TC-83 Vero,Salmonella PhoP GFP,M. tuberculosis HTS,others
COc1ccc(N(CC(=O)NCCc2ccc(S(N)(=O)=O)cc2)S(=O)(=O)c2c(C)noc2C)cc1,9%,4%,2.1%,7%,-8%,
NS(=O)(=O)c1cc2c(cc1Cl)NC(C1CC3C=CC1C3)NS2(=O)=O (stereo unspecified),3%,-14%,i,2%,-9%,
CC(=O)Nc1nc(CC(=O)c2ccccc2)cs1,x,-26%,2.3%,-1%,1%,
O=C(CN(c1ccccn1)S(=O)(=O)c1ccccc1)Nc1ccccc1,-2%,-8%,1.0%,-6%,4%,
Brc1ccc(CSc2ncn[nH]2)cc1,76%,-3%,5.4%,11%,u,
COc1ccc(-n2nnnc2SCC(=O)N2CCCc3ccccc32)cc1OC,9%,5%,2.7%,7%,3%,
COc1ccccc1C(=O)Nc1ncc2c(n1)CC(c1ccco1)CC2=O (stereo unspecified),19%,-3%,2.7%,-6%,25%,
COc1cc(SC)ccc1C(=O)Nc1ccon1,2%,1%,3.4%,1%,-6%,
CCCCCCCCNCCS(=O)(=O)NC1CCCCC1,x,-5%,i,x,x,
CCNC(=O)c1ccccc1NC(=O)c1cccc(S(=O)(=O)N2CCC(C)CC2)c1,15%,8%,6.5%,-4%,1%,
Cc1nc(/N=C(\N)NC(=O)N2c3ccccc3Sc3ccccc32)nc2ccccc12,-5%,-1%,1.0%,-8%,37%,
O=C/C(=C\Nc1ccccn1)c1nc2ccccc2o1,64%,16%,0.5%,2%,-1%,
COc1ccc(CNC(=O)C2CCN(S(=O)(=O)c3ccc4c(c3)NC(=O)C(C)S4)CC2)cc1 (stereo unspecified),32%,-4%,2.3%,3%,6%,
O=C(N/C(=C/c1ccc(Br)cc1)C(=O)N1CCOCC1)c1ccc(Br)o1,-2%,5%,3.0%,2%,9%,
Cc1ccc(NC2c3ncccc3C(=O)N2Cc2cccs2)cc1C (stereo unspecified),28%,-3%,1.1%,2%,6%,
Cc1ccccc1NC(=S)NCc1ccc(F)cc1,24%,-2%,0.3%,-7%,-8%,
CC1(C)C(=O)Nc2ccccc2N1C(=O)CN1C(=O)c2ccccc2C1=O,-2%,7%,i,12%,-9%,
Cc1ccc(S(=O)(=O)NCC(=O)N(CCc2ccccc2)CC(=O)NCc2ccco2)cc1,x,4%,6.1%,x,x,
Cc1sc(NC(=S)NC(=O)c2ccc(C(C)(C)C)cc2)c(C#N)c1C,30%,3%,14µM*,-5%,-3%,
O=S(=O)(c1ccc(OC(F)(F)F)cc1)N1CCC(O)(c2cccc(C(F)(F)F)c2)CC1,-9%,-4%,1.3%,0%,5%,
NC(=O)C1CCN(C(=O)CCC(=O)c2ccc(F)cc2)CC1,-27%,-7%,0.3%,3%,-2%,
O=C(c1cnn2c(C(F)(F)F)cc(-c3ccccc3)nc12)N1CCC2(CC1)OCCO2,x,23%,1.0%,1%,x,
Cc1cc(N2CCOCC2)nc2ccc(NC(=S)NCCC(C)C)cc12,69%,-1%,0.8%,13%,36%,
CN1C(=O)C(C)(C)c2cc(S(=O)(=O)N3CCC(C(=O)Nc4ccc(Cl)cc4)CC3)ccc21,17%,-1%,12%,x,-13%,
O=C(NCCOc1ccccc1)c1ccc2n[nH]nc2c1,19%,-17%,1.2%,x,5%,
COc1ccc(CNc2nc3ccccc3n2CCN2CCOCC2)cc1,1%,5%,0.4%,14%,2%,
CC(=O)Nc1nc(C)c(-c2csc(Nc3cccc(C(C)=O)c3)n2)s1,14%,-9%,3.5%,2%,37%,
O=C(Nc1ccc(-c2nc3ccccc3[nH]2)cc1)c1ccc(N2C(=O)CCC2=O)cc1,-1%,0%,0.3%,-2%,10%,
Cc1ccc(-c2nnc(N(C)C(=O)C3CCCO3)s2)cn1 (stereo unspecified),-3%,5%,i,15%,7%,
CC(=O)c1ccc(NC(=O)CSc2nnc(-c3ccncc3)o2)cc1,-10%,-5%,0.7%,9%,-1%,
CCn1c(C)cc(=O)cc1-c1ccc(Cl)cc1,-12%,-7%,1.7%,-4%,-8%,
O=C(Cn1ccccc1=O)NCc1ccc(F)cc1,-3%,-16%,i,8%,-7%,
COc1cccc(C(=O)NNC(=O)c2ccc3ccccc3c2O)c1,-1%,6%,4.7%,8%,2%,
Cc1cccc(C(=O)Nc2nc3ccc(S(C)(=O)=O)cc3s2)c1,-8%,3%,1.7%,0%,-1%,
O=C(CSCc1c(Cl)cccc1Cl)Nc1ccccc1-c1ccccc1,-8%,-5%,1.0%,-4%,-7%,
CC(C)(C)[C@H]1C=C(C(=O)NCc2ccccc2)O[C@@H](OCc2ccc(CO)cc2)C1,10%,-4%,i,-27%,1%,VEEV TC-83 Vero 10K pilot screen=0.0
CC(C)(C)N(Cc1ccccc1)C(=O)COC(=O)c1ccccc1SCC(=O)N1CCCC1,14%,-2%,7.8%,3%,-10%,
O=C(CCC1CCCN(C(=O)CC2=CCCCC2)C1)N1CCN(c2ccccn2)CC1 (stereo unspecified),9%,-9%,5.2%,3%,-8%,
CCc1ccc(NC(=O)Nc2cccs2)cc1,26%,-6%,2.2%,4%,0%,
CC1CN=C(Nc2ccc(F)c(Cl)c2)S1 (stereo unspecified),32%,-19%,1.4%,15%,1%,
Cc1c(C(=O)N/N=C/c2ccc(N3CCOCC3)cc2)nc2ccccn12,-11%,-1%,3.0%,-5%,1%,
O=C(CN(Cc1ccccc1Cl)C(=O)c1csnn1)NCc1ccc2c(c1)OCO2,-2%,-5%,1.3%,2%,-9%,
C=CCSc1nnc(-c2ccccc2NC(C)=O)c(=O)[nH]1,-10%,16%,7.1%,0%,-2%,
CCOc1cccc(-c2csc(C3COc4ccccc4O3)n2)c1 (stereo unspecified),6%,10%,0.7%,-4%,-5%,
Cc1ccc(S(=O)(=O)OCC(=O)Nc2ccc(C(=O)O)c(O)c2)cc1,x,-25%,i,x,x,
Cc1ccc(S(=O)(=O)N2CCN(C(=O)CSc3nnnn3C)C2)cc1,-3%,1%,4.0%,-3%,2%,
CC(=O)Nc1ccc(S(=O)(=O)Nc2ccccn2)cc1,-12%,-6%,1.4%,8%,7%,
CCOC(=O)N(C)c1ccc(C(O)(C(=O)OCC)C(F)(F)F)cc1 (stereo unspecified),4%,-4%,i,6%,0%,VEEV TC-83 Vero 10K pilot screen=1.3
O=C(CSC(=S)N1CCCC1)Nc1cc2c(cc1Br)OCCO2,-2%,-7%,0.2%,-3%,5%,
Cc1cc(C)cc(Nc2nc3c(S(=O)(=O)c4ccccc4)nnn3c3ccccc23)c1,-6%,-5%,0.8%,-7%,4%,
COc1ccc(-c2csc3nc(-c4ccccc4)oc(=O)c23)cc1OC,-4%,-9%,1.3%,-13%,5%,
Cc1ccc(NS(=O)(=O)c2ccc(CCC(=O)NCc3ccccn3)cc2)cc1,4%,1%,1.0%,-6%,3%,
CCN(CC(=O)Nc1c(F)cccc1F)C(=O)CCCOc1ccc(OC)cc1,8%,-4%,0.4%,7%,1%,
CC(=O)Nc1ccc(S(=O)(=O)NCC(=O)OCC(=O)c2ccc[nH]2)cc1,3%,-6%,0.6%,x,-1%,
Cn1nc(-c2ccc(Cl)cc2)c2cc(C(=O)N3CCN(c4ccccc4)CC3)sc21,22%,2%,5.5%,-15%,-9%,
CCc1nnc(NC(=O)CN2C(=O)/C(=C/c3ccc(OC)c(OC)c3)SC2=S)s1,-10%,x,x,16%,-6%,
Cc1ccc(S(=O)(=O)CCC(=O)OCC(=O)N(C)c2ccccc2)cc1,x,-10%,0.2%,x,x,
O=C(NCCCN1CCOCC1)c1ccc(Sc2ccccc2Cl)c([N+](=O)[O-])c1,19%,9%,i,0%,-1%,
COc1ccc(/C=C(\C#N)C(=O)NCc2cccs2)cc1OC,8%,6%,2.1%,-4%,0%,
CCCSc1nnc(-c2c[nH]c3ccccc23)n1CC,25%,3%,7.4%,-1%,-3%,
# Remaining list, next part:
SMILES,tuberculosis growth,H1N1 NS1A inhibition,VEEV TC-83 Vero,Salmonella PhoP GFP,M. tuberculosis HTS,others
COc1ccc(/C=N/N2C(=O)CSC2=S)cc1Br,0%,10%,i,11%,-7%,
Cc1cccc(C)c1N1CCN(S(=O)(=O)N(C)C)CC1,20%,-2%,2.5%,-12%,0%,
O=C(O)c1ccccc1O,6%,2%,i,-7%,-2%,
NC(=O)C1CC(=O)N(c2ccc(OCC(=O)Nc3ccc(F)cc3)cc2)C1 (stereo unspecified),-6%,-8%,0.8%,x,-3%,
CC(=O)Nc1ccc(S(=O)(=O)n2nc(C)cc2C)cc1,-8%,-6%,0.1%,-2%,-7%,
Cc1ccc(/C=C2\SC(=S)N(CCC(=O)N3CCOCC3)C2=O)cc1,34%,-4%,>25µM*,-20%,6%,
Cc1ccc(NS(=O)(=O)c2cccc(C(=O)NN3CCOCC3)c2)cc1,1%,x,x,-9%,-4%,
O=C(COC(=O)c1ccc[n+]([O-])c1)Nc1cc([N+](=O)[O-])ccc1Cl,22%,1%,2.7%,x,3%,
CN(C)S(=O)(=O)c1ccc(N=Cc2c(C(F)(F)F)[nH]n(C)c2=O)cc1,-13%,-9%,0.6%,-5%,-1%,
COc1ccccc1NC(=O)Cc1noc(CN(C)Cc2cccs2)n1,13%,8%,i,7%,-2%,
CCCc1nc(NCc2ccccc2)c(C#N)c2c1CCCC2,-2%,-12%,0.8%,-7%,7%,
O=C(COC(=O)c1cc(=O)[nH]c2ccccc12)Nc1ccccc1F,-9%,0%,1.1%,x,-10%,

# Ordered by SMILES length (highest first): part of the list above
SMILES,tuberculosis growth,H1N1 NS1A inhibition,VEEV TC-83 Vero,Salmonella PhoP GFP,M. tuberculosis HTS,others
CN(C)S(=O)(=O)c1ccc(N=Cc2c(C(F)(F)F)[nH]n(C)c2=O)cc1,-13%,-9%,0.6%,-5%,-1%,
NC(=O)C1CC(=O)N(c2ccc(OCC(=O)Nc3ccc(F)cc3)cc2)C1 (stereo unspecified),-6%,-8%,0.8%,x,-3%,
CC(=O)Nc1ccc(S(=O)(=O)n2nc(C)cc2C)cc1,-8%,-6%,0.1%,-2%,-7%,
CCCc1nc(NCc2ccccc2)c(C#N)c2c1CCCC2,-2%,-12%,0.8%,-7%,7%,

# (next part)
SMILES,tuberculosis growth,H1N1 NS1A inhibition,VEEV TC-83 Vero,Salmonella PhoP GFP,M. tuberculosis HTS,others
O=[N+]([O-])c1ccc(NN=Cc2cccc3ccccc23)nc1,x,3%,i,x,x,
c1ccc(Nc2ccccc2)cc1,6%,-2%,0.3%,2%,14%,
COC(=O)CSc1nc2ccc(NC(=O)CSc3nnnn3Cc3ccccc3)cc2s1,37%,12%,0.8%,0%,-8%,
CC1(C(=O)CSc2ncn[nH]2)CCC(=O)O1 (stereo unspecified),-4%,x,x,-7%,4%,
O=C(O)CCCC(=O)N1CCC(C(O)(c2ccccc2)c2ccccc2)CC1,-2%,-3%,i,6%,1%,
Nc1nc(NCCc2ccccc2)nc(NCc2ccccc2)c1[N+](=O)[O-],-9%,4%,5.9%,-2%,4%,
COc1ccc(NS(=O)(=O)c2cc(N/C(=N\S(=O)(=O)c3ccccc3)c3ccc(F)cc3)ccc2Cl)cc1,3%,2%,7.3%,-1%,-2%,
CC(=O)NN1C(=O)c2ccc(Oc3cccc([N+](=O)[O-])c3)cc2C1=O,-12%,-2%,i,-2%,-5%,
CN1CCN(C2CCN(c3cccc(Cl)c3)CC2)CC1CCO (stereo unspecified),-6%,-7%,1.6%,-1%,4%,
O=C(COc1cccnc1[N+](=O)[O-])Nc1ccc(Cl)c(S(=O)(=O)N2CCOCC2)c1,2%,12%,0.7%,5%,1%,
CN(CC(=O)Nc1c(Cl)cccc1Cl)C(=O)CCCN1C(=O)c2ccccc2C1=O,0%,11%,5.9%,-7%,-2%,
O=C(NC1CCN(Cc2ccccc2)CC1)c1ccccc1NS(=O)(=O)c1ccc(F)c(F)c1,x,-16%,i,x,x,
O=C(Cc1c[nH]c2ccccc12)OCC(=O)c1ccccc1,19%,10%,i,-21%,2%,
CCOC(=O)c1ccc(NC(=O)CSc2nc(C)nc3c2c(=O)n(C)c(=O)n3C)cc1,-2%,-5%,4.6%,6%,-9%,
COC(=O)c1ccccc1NC(=O)Nc1cccc(C)n1,-15%,-5%,1.4%,-6%,10%,VEEV TC-83 Vero 10K pilot screen=1.0
CC(C)(C)OC(=O)NN1CC(=O)N2Cc3[nH]c4ccccc4c3C[C@H]2C1=O,16%,-21%,0.9%,-5%,9%,
CCCc1sc(N/N=C/c2ccccn2)nc1-c1ccc(F)cc1,u,11%,i,-11%,u,
O=C(N/N=C/c1ccc(Cl)c([N+](=O)[O-])c1)c1ccc2nc[nH]c2c1,13%,13%,3.0%,2%,-1%,
